Assay outcomes deposited in PubChem BioAssay by several laboratories.
RSV antiviral HEp-2 = inhibition of RSV-induced cytopathic effect – HEp-2 cells, primary 10 µM value included (AID 2391) | one-dose CPE inhibition, % at 10 µM; IC50 in µM for titrated hits | HEp-2 cells, RSV-induced CPE inhibition; higher % means a stronger effect | actives 0.13% (n = 310,000); in the data active = a potency from the dose series; inconclusive = CPE inhibition mostly from about 23% at the one dose, without a potency; inactive = the rest, 99 in 100 with CPE inhibition below about 21%; also: strong numbers were not always called active
Large T inhibition = SV40 large T antigen inhibitors, biochemical (AID 1903); actives 0.39% (n = 310,000); one-dose inhibition, % at 20 µM; IC50 in µM for titrated hits; SV40 large T antigen ATPase/helicase inhibition assay; higher % means a stronger effect; in the data active = a potency from the dose series; inconclusive = inhibition mostly from about 32% at the one dose, without a potency; inactive = the rest, 99 in 100 with inhibition below about 32%; also: strong numbers were not always called active
TNAP activators = human TNAP enzyme activators, primary screen, biochemical, luminescent, no phosphate acceptor, uHTS (AID 1001); activation fold at 20 µM; hits with a dose series show EC50 in µM; purified TNAP, luminescent activation assay, no phosphate acceptor; higher activation fold means a stronger effect; actives 0.03% (n = 200,000); in the data active = activation fold from about 3, or a potency from the dose series; inactive = the rest, 99 in 100 with activation fold below about 1.6; also: many of its hits are not listed in these tables
West Nile virus CPE = inhibition of WNV-induced cytopathic effect – cell-based, CPE readout (AID 1621); actives 0.02% (n = 290,000); West Nile virus-infected cells, CPE inhibition; higher % means a stronger effect; one-dose CPE inhibition, % at 10 µM; IC50 in µM for titrated hits; in the data active = a potency from the dose series; inconclusive = CPE inhibition mostly from about 3.7% at the one dose, without a potency; inactive = the rest, 99 in 100 with CPE inhibition below about 2.2%; also: strong numbers were not always called active
PhoP inhibition = PhoP-dependent GFP reporter repression – Salmonella Typhimurium, primary screen (AID 1863); S. Typhimurium PhoP-regulated promoter GFP reporter, 4 h; higher % means a stronger effect; one-dose inhibition, % at 50 µM; IC50 in µM for titrated hits; actives 0.16% (n = 300,000);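 active = inhibition over 29.93%, a cutoff 3 SD above the screen mean, later confirmed by dose response; inconclusive = inhibition over 29.93% but no dose response follow-up; inactive = inhibition at most 29.93% or unconfirmed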;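 also: 0% = low Mg2+ inducing control and 100% = high Mg2+ repressing control; strong numbers were not always called active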
Insulin prom up = MIN6 insulin promoter up-regulation | MIN6 insulin promoter-GFP reporter, high-content imaging; hits give high values | z-score at 5 µM | actives 0.3% (n = 190,000) | AID 1625;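 active = z-score above 3 at 5 µM with at least 500 cells counted in the well; inconclusive = wells under 500 cells, flagged as cytotoxic or low count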
human PMI inhibition = MPI enzyme activity inhibition – biochemical, fluorescence intensity, coupled assay, primary screen (AID 1209) | purified PMI enzyme, coupled fluorescence intensity; higher % means a stronger effect | actives 0.42% (n = 190,000) | inhibition, % at 20 µM, or IC50 in µM where a hit was titrated;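 also: plate controls were DMSO vehicle for no effect and wells lacking substrate for full effect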
PMI inhibition = MPI inhibition at elevated mannose 6-phosphate – biochemical, fluorescence intensity, high mannose 6-phosphate, primary screen (AID 1220); inhibition, % at 20 µM, or IC50 in µM where a hit was titrated; recombinant PMI enzyme, coupled fluorescence intensity; higher % means a stronger effect; actives 0.66% (n = 190,000)
ER stress rescue = protection against thapsigargin-triggered cell killing – 384-well, CSM14.1, ATP luminescence, primary screen (AID 1222); one-dose cellular ATP content (survival), % at 20 µM; EC50 in µM for titrated hits; CSM14.1 thapsigargin-induced death rescue, ATP luminescence; higher % means a stronger effect; 190,000 tested, under 10 active;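 active = EC50 below 50 µM in the dose-response confirmation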;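 also: death triggered by thapsigargin at about 15 µM added after 2 h compound pretreatment; cell ATP read after overnight thapsigargin exposure of roughly 18 to 22 hours; normalized against plate controls of thapsigargin alone and 5% DMSO vehicle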
Insulin prom up cell count = second read-out of Insulin prom up, no call of its own (marks repeat the call); cell count; measured here: cytotoxicity, nuclei count;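 total cells summed across four imaged fields per well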
An asterisk follows results filed as active; ? = inconclusive; . = not tested or not shown. Rule as the data show it, unless noted: active = inhibition above about 50%; inactive = the rest.

SMILES	RSV antiviral HEp-2	Large T inhibition	TNAP activators	West Nile virus CPE	PhoP inhibition	Insulin prom up	Insulin prom up cell count	human PMI inhibition	PMI inhibition	ER stress rescue
CCCCC1=NN2C(=N)CC(=O)N=C2S1	2.8%	-0.9%	1	1.0%	-7.3%	.	.	3.2%	8.9%	2.5%
O/N=C/c1ccc(-c2ccccc2OC(F)(F)F)o1	?	7.5%	.	-0.1%	-11.0%	.	.	.	.	.
CCCCn1c(N)c(N(CC(C)C)C(=O)C2CC(=O)N(CCc3ccccc3)C2)c(=O)[nH]c1=O (centres undefined)	1.0%	24.6%	.	0.1%	-6.7%	.	.	.	.	.
Cc1c(C#N)c2ccccc2n1CC(=O)NC(C)c1ccccc1 (centres undefined)	1.2%	0.4%	1.1	0.0%	-1.9%	-0.01	858	12.1%	5.7%	-1.5%
C/C(CCc1ccc2c(c1)OCO2)=N\N=C1\NC(=O)CC(C(=O)Nc2ccccc2)S1 (centres undefined)	.	-1.1%	1.1	-0.2%	5.2%	0.36	1459	13.7%	11.2%	0.7%
CC(C)CNc1c(N)n(CC(C)C)c(=O)[nH]c1=O	.	3.7%	1.1	-0.2%	-4.5%	-0.06	1051	-6.6%	2.1%	-0.5%
COc1ccc(C2/C=C\CN(C(=O)NC34CC5CC(CC(C5)C3)C4)CC(=O)N2Cc2ccc(F)cc2)cc1 (centres undefined)	-2.0%	6.0%	.	-0.2%	-0.1%	.	.	.	.	.
CCn1c(=N)n(CC(=O)c2ccco2)c2ccccc21	0.3%	2.9%	1	0.5%	-3.6%	-0.21	1813	6.0%	4.6%	-0.4%
Cc1nnc(SCC(=O)NC23CC4CC(CC(C4)C2)C3)s1	-1.0%	4.5%	1	0.2%	5.6%	0.74	1601	6.7%	7.6%	-1.2%
Cc1cccc(OCCCC(=O)Nc2nnc(C3CCCO3)s2)c1C (centres undefined)	2.1%	31.9%	.	0.1%	-7.0%	.	.	.	.	.
CC(=O)Nc1cc(C(=O)N(C)Cc2ccco2)ccc1Sc1ccc(Cl)cc1	2.4%	6.2%	1.3	-0.6%	0.8%	0.26	1509	9.2%	-2.7%	0.2%
Cc1cc(C)c(S(C)(=O)=O)c(=O)[nH]1	-0.9%	6.4%	1.1	0.1%	-0.8%	-1.21	1506	4.3%	4.1%	0.9%
CCOC(=O)CSC1=C(C#N)C(=O)NC2(CCCCC2)S1	0.5%	15.9%	1.1	-0.1%	-15.4%	0.8	905	-23.6%	-35.8%	0.6%
Cc1cc(C)n2nc(SCCOc3ccccc3F)nc2n1	0.5%	1.0%	1.1	-0.2%	-3.9%	-0.65	1267	-4.9%	-2.8%	0.0%
CC(C(=O)Nc1ccccc1Cl)N(c1ccccc1)S(C)(=O)=O (centres undefined)	0.3%	69.5%	1.1	0.5%	-7.3%	-0.83	1285	5.4%	-3.7%	-0.1%

Part of the list above, with values under each structure:
Each structure is followed by: RSV antiviral HEp-2, Large T inhibition, TNAP activators, West Nile virus CPE, PhoP inhibition, Insulin prom up, Insulin prom up cell count, human PMI inhibition, PMI inhibition, ER stress rescue
CCn1c(=N)n(CC(=O)c2ccco2)c2ccccc21
 : 0.3%, 2.9%, 1, 0.5%, -3.6%, -0.21, 1813, 6.0%, 4.6%, -0.4%
Cc1nnc(SCC(=O)NC23CC4CC(CC(C4)C2)C3)s1
 : -1.0%, 4.5%, 1, 0.2%, 5.6%, 0.74, 1601, 6.7%, 7.6%, -1.2%

Next section
SMILES	RSV antiviral HEp-2	Large T inhibition	TNAP activators	West Nile virus CPE	PhoP inhibition	Insulin prom up	Insulin prom up cell count	human PMI inhibition	PMI inhibition	ER stress rescue
CCn1c(C(=O)O)c(S(=O)(=O)c2ccc(Cl)cc2)c2ccccc21	1.7%	4.7%	.	0.6%	7.0%	.	.	.	.	.
O=C(O)CCc1ccc(-c2ccc(Cl)cc2)n1CC(=O)Nc1ccccc1	6.0%	8.8%	.	0.0%	-2.2%	.	.	.	.	.
COCCNC(=O)c1ccc(NS(=O)(=O)c2cc(C)ccc2C)cc1	0.9%	10.7%	1.1	-0.5%	1.3%	-0.19	1840	12.8%	10.1%	-3.5%
COc1cc2c(cc1OC)C(c1cccc(F)c1)CC(=O)N2 (centres undefined)	0.7%	4.7%	.	-1.8%	5.0%	.	.	.	.	.
CCc1ccc2c(c1)C1(NN=C(c3ccccc3)S1)C(=O)N2 (centres undefined)	9.2%	22.2%	0.8	0.5%	5.2%	.	.	-35.8%	-45.4%	6.0%
O=C(N/N=C/c1ccc(F)cc1)c1c(O)c2ccccc2[nH]c1=O	16.4%	-2.2%	0.9	-1.0%	-5.0%	-0.08	1440	14.2%	2.8%	0.0%
CC(C)C(=O)Nc1ccc(C(=O)N2CCN(C(=O)c3ccco3)CC2)cc1	.	4.4%	1	-0.1%	4.3%	1.15	823	2.0%	-3.2%	0.4%
Cc1nn(-c2ccccc2)c2c1C(O)n1c(nc3ccccc31)S2 (centres undefined)	18.2%	3.2%	0.9	0.8%	-8.2%	0.09	1306	5.8%	-6.3%	-3.0%
CC1(C(=O)O)CCC(C(=O)Nc2ccc(OC(F)(F)Cl)cc2)C1(C)C (centres undefined)	1.7%	7.2%	.	0.8%	-4.5%	.	.	.	.	.
COc1cc2c(C(=O)N3CCN(C)CC3)c(C)oc2cc1Br	0.1%	1.1%	1.1	-1.0%	17.1%	1.3	675	19.9%	11.7%	4.4%
Cc1nc(SCC(=O)NCc2ccc(F)cc2)c2c(=O)n(C)c(=O)n(C)c2n1	1.9%	11.2%	0.8	-0.1%	-0.4%	1.35	1857	-4.9%	-4.7%	-1.1%
O=C(NCCc1ccc(F)cc1)c1cc2ccccc2oc1=O	1.2%	8.8%	.	-0.4%	1.7%	.	.	.	.	.
O=C(NC1CCCc2ccccc21)C1CCN(S(=O)(=O)c2cccc3nsnc23)CC1 (centres undefined)	0.9%	4.8%	1	.	-1.6%	-0.01	1886	17.5%	17.9%	0.4%
O=C1CCC(C(=O)N(Cc2ccco2)C2(C(=O)NC3CCCC3)CCCCC2)N1 (centres undefined)	2.3%	12.2%	1.2	-0.1%	-0.3%	-0.49	1061	-1.0%	-5.4%	-1.6%
COCCNC(=O)c1ccc(C)c(S(=O)(=O)Nc2ccc(C)cc2)c1	1.4%	3.0%	1.1	-1.0%	7.5%	0.09	934	-8.7%	-3.5%	-3.7%
Nc1nc(OCC2CCCCC2)c2[nH]cnc2n1	0.3%	24.9%	.	-0.8%	2.0%	.	.	.	.	.
Cc1ccc(-c2nc(-c3ccncc3)no2)c(C)c1	0.8%	10.8%	.	-0.1%	-4.8%	.	.	.	.	.
Cn1cnc2cc(NC(=O)COc3ccccc3)ccc21	0.7%	4.6%	.	1.2%	-0.9%	.	.	.	.	.
COc1ccc(-c2[nH]ncc2CN2CCN(c3ccc(F)cc3)CC2)cc1	.	10.2%	.	-0.8%	-9.2%	-0.69	1422	.	.	.
Cc1cc2c(NCc3ccccc3)ncnc2s1	0.6%	1.6%	.	-0.8%	4.6%	.	.	.	.	.
Cc1cccc(C)c1OCC(O)CNC(C)(C)C (centres undefined)	-1.4%	4.1%	1.1	-0.7%	10.3%	0.45	1617	1.5%	-0.2%	-0.4%
COc1cc(/C=N/NC(=O)NC23CC4CC(CC(C4)C2)C3)ccc1O	21.7%	26.5%	.	-0.3%	17.0%	.	.	.	.	.
COc1ccc(N2CCN(C(=O)CCNS(=O)(=O)c3ccc(Br)s3)CC2)cc1	11.7%	10.5%	1.2	-0.7%	24.3%	-0.8	1145	20.2%	12.5%	.
O=C(NCc1ccccc1)C(=O)Nc1cccc(C(=O)O)c1	-0.6%	4.2%	.	0.6%	-1.8%	.	.	.	.	.
CC1(C)C(=O)OC(c2cccn2-c2cccc([N+](=O)[O-])c2)C2(CCCCC2)C1=O (centres undefined)	2.6%	23.7%	1	-1.1%	-5.0%	-1.04	1420	18.9%	8.3%	3.0%
C=CCN1C(=O)C2C(C(=O)NC3CCCC3)C3(C)C=CC2(O3)C1C(=O)NC1CCCC1 (centres undefined)	1.7%	9.0%	.	-0.3%	-0.1%	.	.	.	.	.
O=C(CSCc1c(F)cccc1Cl)NCc1cccnc1	1.9%	12.5%	0.8	-0.2%	-0.5%	0.05	1298	-1.6%	-8.9%	-1.9%
COc1ccc(-n2c(=O)cc(N3CCN(c4ccccc4)CC3)[nH]c2=O)cc1	-0.4%	4.8%	1.1	1.0%	-11.2%	0.56	1363	-10.6%	-5.7%	-0.1%
O=C(c1cccc(F)c1)N1CCN(c2ccc([N+](=O)[O-])c(N3CCCCC3)c2)CC1	4.2%	13.5%	0.9	-0.3%	14.1%	-0.24	1573	14.3%	9.0%	-1.2%
CCOC(=O)C1(Cc2ccccc2)NC(c2ccccc2F)C2C(=O)N(CC)C(=O)C21 (centres undefined)	0.7%	4.7%	1.2	-1.1%	-8.2%	.	.	-4.6%	-1.6%	-0.4%
CC1CC(=O)Nc2ccccc2N1S(=O)(=O)c1ccc(C(F)(F)F)cc1 (centres undefined)	1.3%	11.1%	.	-0.2%	-0.5%	.	.	.	.	.
CC1(C)CC(=O)C2=C(C1)NC(=O)CC2c1cc(F)ccc1F (centres undefined)	1.5%	14.2%	1.1	-0.2%	-3.0%	-0.86	1662	2.9%	-6.7%	-1.2%
CC1CCCCN1CC(=O)Nc1ccc2c(c1)OC(F)(F)O2 (centres undefined)	-1.0%	4.2%	1.2	0.1%	4.2%	-0.24	1280	-7.8%	-8.5%	.
COc1cc(C(=O)Nc2nnc(Cc3ccccc3)s2)cc(OC)c1OC	1.3%	4.7%	.	2.8%	-5.0%	.	.	.	.	.
COc1ccc(-c2nn(CCC(=O)O)cc2/C=C2\SC(N)=NC2=O)cc1OC	0.4%	8.4%	1.2	0.1%	-12.2%	0.14	1487	8.0%	-1.5%	0.3%
CCOC(=O)c1cn(Cc2ccccc2)c2cc(C)nn2c1=O	0.8%	0.7%	.	-0.8%	1.6%	-0.05	1513	.	.	.
CCN(CC)Cc1nc2c(c(=O)[nH]1)C(CC)(CC)Cc1ccccc1-2	-0.7%	-0.8%	.	-1.2%	-1.5%	.	.	.	.	.
O=C(c1cccc(F)c1)N1CCN(CC2CC3C=CC2C3)CC1 (centres undefined)	0.5%	2.3%	1.1	0.2%	-0.6%	0.04	1064	-0.8%	-5.1%	2.2%
Cc1ccccc1NC(=O)Nc1c(C)n(C)n(-c2ccccc2)c1=O	1.0%	-2.2%	.	-0.3%	0.7%	.	.	.	.	.
Cn1c(=O)n(C)c2cc([N+](=O)[O-])c(N3CCN(C(=O)c4ccccc4)CC3)cc21	2.2%	5.1%	1.1	-1.1%	-4.3%	?	.	8.5%	6.0%	1.6%

2 successive compounds out of the list so far, quoted:
SMILES	RSV antiviral HEp-2	Large T inhibition	TNAP activators	West Nile virus CPE	PhoP inhibition	Insulin prom up	Insulin prom up cell count	human PMI inhibition	PMI inhibition	ER stress rescue
Cc1ccccc1NC(=O)Nc1c(C)n(C)n(-c2ccccc2)c1=O	1.0%	-2.2%	.	-0.3%	0.7%	.	.	.	.	.
Cn1c(=O)n(C)c2cc([N+](=O)[O-])c(N3CCN(C(=O)c4ccccc4)CC3)cc21	2.2%	5.1%	1.1	-1.1%	-4.3%	?	.	8.5%	6.0%	1.6%
